PTHR1 agonist – activates the human parathyroid hormone receptor PTHR1; Potency, µM (titrated, usually from 115 µM), for the others: at the top dose activation, most hits filed as activators; Q03431; 410,000 compounds, 0.075% hits; HEK293 GP2 PTHR1 cells, GloSensor cAMP luminescence, 1 h; further: nearly all actives have a fitted effect of over 55% in size; some results filed as inactive show a strong effect at the top dose; inactives centre near -15; many of its hits are not listed in these tables
Target sequence (Q03431 whole entry, looked up): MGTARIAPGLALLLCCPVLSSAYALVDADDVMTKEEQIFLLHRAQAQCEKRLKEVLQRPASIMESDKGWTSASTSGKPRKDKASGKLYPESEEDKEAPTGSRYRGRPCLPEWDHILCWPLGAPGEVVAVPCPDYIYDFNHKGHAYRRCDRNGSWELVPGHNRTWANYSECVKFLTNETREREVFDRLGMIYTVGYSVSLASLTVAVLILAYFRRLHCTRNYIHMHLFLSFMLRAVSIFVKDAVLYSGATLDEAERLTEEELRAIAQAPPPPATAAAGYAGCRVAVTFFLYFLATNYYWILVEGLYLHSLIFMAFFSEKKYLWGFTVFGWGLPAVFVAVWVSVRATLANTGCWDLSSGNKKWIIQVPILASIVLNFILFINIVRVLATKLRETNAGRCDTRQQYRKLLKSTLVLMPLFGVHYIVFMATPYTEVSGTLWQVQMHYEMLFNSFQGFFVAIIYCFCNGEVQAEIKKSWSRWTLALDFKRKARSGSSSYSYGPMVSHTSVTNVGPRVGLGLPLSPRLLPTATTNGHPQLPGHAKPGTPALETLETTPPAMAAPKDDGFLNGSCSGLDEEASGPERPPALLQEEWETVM
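HEK-293-derived GP2 cells expressing PTHR1 and a GloSensor cAMP reporter, 3,000/well, plated overnight, given luciferin plus IBMX (each 0.5 mM as added) for 1 h at 37 °C, then compound for 1 h at 37 °C. Luminescence was read after 15 min at room temperature.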
FUS yeast rescue – suppressors of FUS proteinopathy in yeast; S. cerevisiae FUS-expressing, growth rescue, OD600, 24 h; Potency, µM (top dose mostly 76.6 µM), for the others: top-dose growth rescue (activation), most hits filed as activators; 390,000 compounds, 0.24% hits; AID 1347120;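 further: plate controls were DMSO vehicle for no effect and reference control for full effect; nearly all actives have a fitted effect of over 55% in size; some results filed as inactive show a strong effect at the top dose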
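Cultures pregrown in 2.5% raffinose medium are shifted to minimal medium containing 2% galactose to express toxic FUS. Compounds are tested at several concentrations. After 24hr at 30C, growth is quantified at 600 nm absorbance.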
TDP-43 yeast inh – inhibitors of TDP-43 toxicity in yeast. TDP-43 expressing yeast growth rescue, BacTiter-Glo, 24 h. Potency, µM (titrated, usually from 46.1 µM), for inactives: top-dose growth rescue (activation), hits mostly activators. 410,000 compounds, 1.8% hits. AID 652104; further: % of control where 0% means no effect; nearly all actives have a fitted effect of over 50% in size
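Yeast cells expressing TDP-43 under galactose induction are exposed to compounds for 24 hr at 30 deg C. BacTiter-Glo luminescence measures growth, so protective compounds score as activators.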
The depositor's hits bear a star; i = inactive; ? = inconclusive; [ ] = remark or other dose. The call rests on the fitted dose curve; in most records, active means well fitted curve in the direction sought with a large enough effect; inconclusive means small, poorly fitted or top-dose-only effect, or another doubt; inactive means no such curve, though single readings can be large; an effect the other way counts as inactive or inconclusive. Potency means the concentration at half of the fitted maximal effect.

| entry | smiles | FUS yeast rescue | PTHR1 agonist | TDP-43 yeast inh |
| --- | --- | --- | --- | --- |
| 1 | CC(C)(C)c1ccc(C(=O)Nc2ccc(Cl)cc2C(=O)c2ccccc2)cc1 | -12% | -9% | 17% |
| 2 | COc1ccc(S(=O)(=O)N(CC(=O)NCc2ccccc2OC)c2ccc(C)cc2)cc1 | ? | i | -23% |
| 3 | CCOC(=O)c1ccc(N2C(=O)c3n[nH]c(-c4cccs4)c3C2c2ccc(OC)cc2OC)cc1 (configuration not stated) | 26% | -54%[inhibitor] | -12% |
| 4 | COc1ccc(-c2nc(CN3C(=O)CN=C(c4ccccc4)c4ccccc43)c(C)o2)cc1OC | 31% | i | 0%[9.22 µM] |
| 5 | Cc1cccc(OC(C)C(=O)NCC2(N(C)C)CCCCC2)c1C (configuration not stated) | -31% | -11% | 1%[9.22 µM] |
| 6 | Fc1ccc(N2CCN(c3ncnc4c3nc3n4CCCCC3)CC2)cc1 | -5% | -82%[inhibitor] | 13% |
| 7 | COc1cccc(C2SCC(=O)Nc3c2c(C)nn3-c2ccc(C)c(Cl)c2)c1OC (configuration not stated) | 14% | i | -8% |
| 8 | Cc1cccc(-n2nc(C)c(C(=O)N3CCN(c4ccccc4)CC3)c2-n2cccc2)c1 | 18% | -33%[inhibitor] | 23% |
| 9 | Cc1c(Cl)cccc1NC(=O)CN1C(=O)C(C)N=C(c2ccccc2)c2ccccc21 (configuration not stated) | ? | -14% | ? |
| 10 | COc1ccc(OCC(=O)N2CCN(CCc3ccncc3)CC2)cc1 | -14% | ? | -5% |
| 11 | O=[N+]([O-])c1ccc(S(=O)(=O)N2CCn3cccc3C2c2ccccc2F)cc1 (configuration not stated) | ? | i | 22µM* |
| 12 | CCOc1ccc2nc(NC(=O)c3cccn(Cc4ccc(C)cc4)c3=O)sc2c1 | -2% | i | -2% |
| 13 | Cc1ccc(-n2c(/C=C\c3ccc(F)c(F)c3)nc3ccccc3c2=O)c(C)c1 | 0% | i | ? |
| 14 | Cc1cccc(CN2C(=O)CN=C(c3ccccc3)c3cc(Cl)ccc32)c1 | ? | i | ? |
| 15 | Nc1c(C(=O)Nc2ccc(Cl)c(C(F)(F)F)c2)sc2nc3c(cc12)N1CCC3CC1 | 43% | -8% | -1% |
| 16 | N#Cc1cc([N+](=O)[O-])ccc1NC(=O)c1cccn(Cc2cccc(F)c2)c1=O | 3% | i | 2% |
| 17 | Cc1cccc(Cc2cnc(NC(=O)c3ccc4c(c3)CC(c3ccccc3)OC4=O)s2)c1 (configuration not stated) | -17% | -56%[inhibitor] | 20% |
| 18 | COc1cc(C(=O)NCCSc2c(-c3ccccc3)[nH]c3ccccc23)cc(OC)c1OC | ? | i | ? |
| 19 | O=C(C1CCCN(S(=O)(=O)c2cccc3nsnc23)C1)N1CCN(c2cccc(Cl)c2)CC1 (configuration not stated) | 12% | -50%[inhibitor] | 11% |
| 20 | COc1ccc(C(=O)NCCn2cc(SC(C)c3ccccc3)c3ccccc32)cc1OC (configuration not stated) | ? | -38%[inhibitor] | 21% |
| 21 | COc1ccc(CN2CCN(c3ncnc4sc5c(c34)CCCC5)CC2)cc1F | -14% | -33%[inhibitor] | 14% |
| 22 | CCc1cccc(NC(=O)c2ccc(NC(=O)N3CCSc4ncccc43)cc2)c1 | 5% | -32%[inhibitor] | 18% |
| 23 | Cc1cccc(OCC(=O)N2CCN(CCc3ccccn3)CC2)c1 | -7% | 0% | 17% |
| 24 | CCN(CC)C(=O)c1ccc(NC(=O)CCn2nc(-c3ccc(C)cc3)c3ccccc3c2=O)cc1 | ? | -17% | 13% |
| 25 | COc1ccc(CNC(=O)c2cc3c(-c4ccccc4F)nn(C)c3s2)c(OC)c1 | 11% | -42%[inhibitor] | 19% |
| 26 | O=C1CC(c2ccc(C(F)(F)F)cc2)c2c(c3ccccc3oc2=O)O1 (configuration not stated) | 24% | i | ? |
| 27 | CCc1ccccc1NC(=O)C1CCCN(c2ncnc3onc(C)c23)C1 (configuration not stated) | -12% | -66%[inhibitor] | 17% |
| 28 | CC(C)c1ccc(OCC(=O)Nc2cc(-c3nc4ncccc4o3)ccc2Cl)cc1 | 1% | -91%[inhibitor] | -10% |
| 29 | COc1ccc2nc(N3CCN(C(=O)CS(=O)(=O)c4ccc(C)cc4)CC3)sc2c1 | 39% | -89%[inhibitor] | 13µM* |
| 30 | Cc1ccc(NC(=O)CSc2nc(-c3ccco3)cc(C(F)(F)F)n2)c(C)c1 | -6% | ? | -7% |

Full records, looked up by structure. Values in the order: FUS yeast rescue | PTHR1 agonist | TDP-43 yeast inh
`CCOc1ccc2nc(NC(=O)c3cccn(Cc4ccc(C)cc4)c3=O)sc2c1` reads -2% | i | -2%
`CC(C)(C)c1ccc(C(=O)Nc2ccc(Cl)cc2C(=O)c2ccccc2)cc1` reads -12% | -9% | 17%

From no. 14 as far as 15, as listed above:
| entry | smiles | FUS yeast rescue | PTHR1 agonist | TDP-43 yeast inh |
| --- | --- | --- | --- | --- |
| 14 | Cc1cccc(CN2C(=O)CN=C(c3ccccc3)c3cc(Cl)ccc32)c1 | ? | i | ? |
| 15 | Nc1c(C(=O)Nc2ccc(Cl)c(C(F)(F)F)c2)sc2nc3c(cc12)N1CCC3CC1 | 43% | -8% | -1% |

The listing picks up, starting 4 compounds before the break.
| entry | smiles | FUS yeast rescue | PTHR1 agonist | TDP-43 yeast inh |
| --- | --- | --- | --- | --- |
| 27 | CCc1ccccc1NC(=O)C1CCCN(c2ncnc3onc(C)c23)C1 (configuration not stated) | -12% | -66%[inhibitor] | 17% |
| 28 | CC(C)c1ccc(OCC(=O)Nc2cc(-c3nc4ncccc4o3)ccc2Cl)cc1 | 1% | -91%[inhibitor] | -10% |
| 29 | COc1ccc2nc(N3CCN(C(=O)CS(=O)(=O)c4ccc(C)cc4)CC3)sc2c1 | 39% | -89%[inhibitor] | 13µM* |
| 30 | Cc1ccc(NC(=O)CSc2nc(-c3ccco3)cc(C(F)(F)F)n2)c(C)c1 | -6% | ? | -7% |
| 31 | Cc1nnc(N2CCC(C(=O)NCc3ccc(N(C)C)cc3)CC2)c2nn(-c3ccccc3)c(C)c12 | -15% | ? | -3% |
| 32 | Cc1cccc(-n2c(CC3C(=O)Nc4ccc(C)cc43)nc3ccccc3c2=O)c1 (configuration not stated) | 30% | -1% | 25% |
| 33 | CSc1ccc(/C=C/c2nc3ccccc3c(=O)n2-c2cccc(Cl)c2C)cc1 | -11% | -27% | 26% |
| 34 | COc1ccc(CCNc2nccn(-c3ccc(C)c(C)c3)c2=O)cc1OC | 24% | -42%[inhibitor] | 0% |
| 35 | O=C1CC(c2ccc(Br)cc2)c2c(c3ccccc3oc2=O)O1 (configuration not stated) | 1% | -4% | 18%[9.22 µM] |
| 36 | O=c1c2ccccc2nc(/C=C/c2ccccc2O)n1-c1ccc(Br)cc1 | 0% | i | 19% |
| 37 | CCn1c(CN2CCN(C)CC2)nc2ccccc21 | -21% | i | 21%[9.22 µM] |
| 38 | COc1ccc(/C=C/c2nc(-c3ccccc3O)n(-c3ccccc3)n2)cc1OC | 5% | i | ? |
| 39 | CCC(=O)N1CC(=O)Nc2ccc(C)cc2C1c1ccc(F)cc1 (configuration not stated) | -16% | i | 4% |
| 40 | COc1cccc(CN2CCc3nc(N4CCN(c5ncccn5)CC4)ncc3C2)c1 | 8% | -45%[inhibitor] | 12% |
| 41 | CCN(CC)CCSc1nc2ccccc2c(=O)n1-c1ccc(Cl)cc1 | -13% | -4% | 15% |

Single entries from the entries so far.
CCN(CC)CCSc1nc2ccccc2c(=O)n1-c1ccc(Cl)cc1 | PTHR1 agonist: -4%
O=c1c2ccccc2nc(/C=C/c2ccccc2O)n1-c1ccc(Br)cc1 | FUS yeast rescue: 0%
COc1ccc(/C=C/c2nc(-c3ccccc3O)n(-c3ccccc3)n2)cc1OC | FUS yeast rescue: 5%

The list is partial; count on the stated rates, not on these rows.
